From PubChem
Mcl1-Noxa inh = disrupts binding of human Mcl-1 to Noxa peptide; Q07820; TR-FRET Mcl-1/Noxa peptide binding, 2 h; inhibition, % at 21.7 µM; 220,000 tested, 1.5% active;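 active = compounds that cut the protein-peptide binding signal by more than 50% relative to plate controls in a single-dose test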;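 note: His-tagged Mcl-1 with rhodamine Noxa BH3 peptide and terbium anti-His antibody; 0% = Mcl-1 plus Noxa peptide wells and 100% = peptide-only wells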
Target sequence (Q07820 whole entry, looked up): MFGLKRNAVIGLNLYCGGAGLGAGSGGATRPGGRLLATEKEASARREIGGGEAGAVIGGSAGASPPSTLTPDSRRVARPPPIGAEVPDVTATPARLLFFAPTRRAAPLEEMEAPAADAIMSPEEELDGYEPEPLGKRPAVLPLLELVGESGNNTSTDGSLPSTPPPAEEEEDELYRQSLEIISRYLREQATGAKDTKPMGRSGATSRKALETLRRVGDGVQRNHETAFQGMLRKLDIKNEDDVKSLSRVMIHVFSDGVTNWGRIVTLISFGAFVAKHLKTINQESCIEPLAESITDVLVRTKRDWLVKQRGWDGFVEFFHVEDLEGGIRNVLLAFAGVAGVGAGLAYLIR
Rab7 wt GTP bind = alters GTP binding to wildtype dog Rab7; GST-Rab7 beads, fluorescent GTP binding, flow cytometry; actives lie on both sides; untreated = 100%, excess cold GTP = 0%; GTP binding activity (percent of control), % at 10 µM; 190,000 tested, 0.055% active; AID 758;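 active = fluorescent GTP binding to Rab7 beads changed by at least 20 points from the 100% baseline, either direction, mostly lower; inconclusive = compound itself probably fluorescent, or too few beads counted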;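 note: median green fluorescence of bound Bodipy-FL-GTP per Rab7 bead population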
Rac1 wt modul = modulators of human Rac1 wildtype GTP binding; 190,000 tested, 0.27% active; AID 757; GTP binding activity (% of control), % at 10 µM; GST-Rac1 beads, fluorescent GTP binding, flow cytometry; actives lie on both sides; 0 = cold GTP competed, 100 = untreated;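 active = GTP binding activity at least 20 points away from the 100% control level, either lower or higher; inconclusive = compound flagged as likely green fluorescent, judged across all proteins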
Pf gamet viab = P. falciparum stage V gametocyte viability inhibition. P. falciparum stage V gametocytes, ATP luminescence, 24 h. inhibition, % at 10.9 µM. AID 743093. 150,000 tested, 0.065% active;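 active = inhibition above the mean plus 3 SD of compounds within the control limits, set per campaign, cut at about 38% in these data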;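 note: 0% = DMSO wells and 100% = medium only without gametocytes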
Avidin fluor = avidin bead compound fluorescence profile; 220,000 tested, 0.38% active; AID 1775; Avidin beads, compound fluorescence 488/530 nm, flow cytometry; active compounds read high; fluorescence (KMESF) at 10 µM; in the data active = fluorescence above about 47; note: inactives centre near 10
Rac1 mut GTP = human Rac1 activated mutant GTP binding change | GST-Rac1 activated beads, fluorescent GTP binding, flow cytometry; actives lie on both sides; 100% means binding = to untreated wells | percent activity (GTP binding), % at 10 µM | 190,000 tested, 0.11% active;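 active = GTP binding at least 20 percentage points away from the 100% baseline, in either direction, so actives lie on both sides; inconclusive = Compound likely fluorescent itself, or too few beads counted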
Mcl-1 Bim block = disrupts Bim peptide binding to human Mcl-1; Q07820; Bead-based flow cytometry, Bim peptide-Mcl-1 binding; inhibition, % at 10 µM; 190,000 tested, 0.1% active; in the data active = inhibition above about 40%;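 note: 0% = no compound tracer wells and 100% = peptide blocker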
Mcl1-Bid inh = disrupts binding of human Mcl-1 to Bid peptide | 220,000 tested, 0.97% active | Q07820 | AID 1021 | TR-FRET Mcl-1/Bid-Dy647 peptide binding, 1536-well | inhibition, % at 21.7 µM;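 active = compounds that cut the binding signal by more than half at the single screening dose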;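 note: His-tagged Mcl-1 with europium anti-His antibody binding Bid BH3 peptide; 0% = Mcl-1 plus peptide wells and 100% = peptide-only wells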
Cdc42 wt GTP = modulators (inhibitors or activators) of GTP binding to human Cdc42 wildtype; P60953; GST-Cdc42 beads, Bodipy-GTP binding, flow cytometry; actives lie on both sides; percent activity (GTP binding), % at 10 µM; 190,000 tested, 0.2% active;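 active = percent activity GTP binding at least 20 points away from the 100% baseline, either down as inhibitor or up as activator; inconclusive = compound flagged as likely green fluorescent from well-wide comparison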;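 note: median bead fluorescence of bound Bodipy-FL-GTP at 100 nM; 0% = excess unlabeled GTP control and 100% = no compound control; below 100% means less GTP binding so inhibitor and above means activator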
Target sequence (P60953 whole entry, looked up): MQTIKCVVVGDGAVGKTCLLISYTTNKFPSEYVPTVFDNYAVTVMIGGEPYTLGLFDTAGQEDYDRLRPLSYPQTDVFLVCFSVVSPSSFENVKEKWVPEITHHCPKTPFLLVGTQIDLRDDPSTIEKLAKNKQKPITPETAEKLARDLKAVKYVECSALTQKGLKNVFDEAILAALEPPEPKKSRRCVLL
Rab2 wt GTP = changes GTP binding to wildtype dog Rab2A, up or down; GST-Rab2 wt beads, Bodipy-GTP binding, flow cytometry; AID 760; GTP binding activity, % at 10 µM; P61105; 190,000 tested, 0.19% active;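 active = GTP binding activity at least 20 points away from 100%, either lowered or raised; inconclusive = signal likely due to the compound's own green fluorescence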;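 note: 0% = beads with excess unlabeled GTP and 100% = no-compound control corrected for plate trend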
HRas wt GTP bind = human HRas wildtype GTP binding, change in either direction. P01112. GST-Ras wt beads, Bodipy-FL-GTP binding, flow cytometry; actives lie on both sides. GTP binding activity, % at 10 µM. 190,000 tested, 0.14% active. AID 759;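 active = GTP binding activity at least 20% away from the 100% baseline, either lowered as inhibitor or raised as activator; inconclusive = flagged as likely green fluorescent, judged across all proteins in the well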;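 note: 0% = unlabeled GTP competition control and 100% = no-compound control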
Target sequence (P01112 whole entry, looked up): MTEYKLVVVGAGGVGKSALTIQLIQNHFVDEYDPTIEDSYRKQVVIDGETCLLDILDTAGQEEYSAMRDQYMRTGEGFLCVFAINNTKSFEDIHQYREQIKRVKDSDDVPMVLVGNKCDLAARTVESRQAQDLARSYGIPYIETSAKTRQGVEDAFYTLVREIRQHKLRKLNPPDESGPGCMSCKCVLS
* hit, by the source's call; ? = inconclusive; · = no result given; & = joins results of further samples.

structure	Mcl1-Noxa inh	Rab7 wt GTP bind	Rac1 wt modul	Pf gamet viab	Avidin fluor	Rac1 mut GTP	Mcl-1 Bim block	Mcl1-Bid inh	Cdc42 wt GTP	Rab2 wt GTP	HRas wt GTP bind
COCCNC(=O)C(c1ccc(Cl)cc1)N(CCOC)C(=O)CCC(=O)Nc1nccs1 (centres undefined)	-7	97	94	1	5	94	-2	-17	95	96	94
CCO[C@@H]1OC(C(=O)NCc2ccccc2)=C[C@H](c2ccc3c(c2)OCO3)[C@H]1CCCO	-16	97	99	·	6	95	-2	2	95	97	97
Cc1ccc(-c2cc(C(=O)OCC(=O)N(C)C3CCS(=O)(=O)C3)c3ccccc3n2)o1 (centres undefined)	78*	102	99	2	10	94	1	-61	97	98	97
CCCc1sc(N/N=C/c2ccccn2)nc1-c1ccc(Br)cc1	-31	99	106	18	20	101	-7	-48	101	102	102
Nc1cc(-c2cccc([N+](=O)[O-])c2)[nH]n1	3	98	98	-6	16	96	1	-28	97	96	97
CN1/C(=C\C(=O)Nc2cccc(Cl)c2)C(C)(C)c2ccccc21	9	101	104	-14	11	99	-2	-26	100	101	102
COc1ccccc1CNC(=O)CSc1ccc(-c2ccncc2)nn1	18	92	91	23	19	95	0	4	96	96	91
Cc1nn(S(=O)(=O)c2cccs2)c(C)c1Sc1ccc([N+](=O)[O-])cc1	1	101	106	·	12	99	0	-1	105	101	105
CC(=O)Nc1sc2c(c1-c1nc3ccccc3s1)CCN(C(C)C)C2	38	102	99	·	6	99	-2	-3	96	97	98
Cc1ccc(NC2=NC(c3ccc(O)cc3)n3c(nc(C)cc3=O)N2)cc1 (centres undefined)	12	99	98	1	7	98	0	-19	102	99	101
CSc1ccc(CNc2cccc3ccccc23)cc1	16	100	106	·	18	102	0	-78	104	102	103
S=C(NCCCn1ccnc1)Nc1ccc(Cl)cc1Cl	6	?	?	·	9	?	-8	-7	?	?	?
CC(C)OCCCn1c(=NC(=O)c2ccncc2)c(C#N)cc2c(=O)n3ccccc3nc21	16	?	?	3	32	?	0	4	?	?	?
O=C(CN1CCC(O)(c2ccc3c(c2)OCO3)CC1)NC1CCCCC1	-10	105	94	-14	10	95	0	-32	94	95	97
CC(=O)Nc1cc2c(cc1[N+](=O)[O-])OCCO2	20	91	92	-17	9	93	2	-10	91	93	94
O=C(Cn1nnc2ccccc21)C1CC1	21	102	111	·	11	103	-2	-16	105	102	104
COc1cc(NC(=O)c2cccnc2SC)cc(OC)c1OC	6	102	96	15	10	93	5	7	94	95	95
Cc1ccc(-n2nc(C(=O)N/N=C/c3cccc(C(F)(F)F)c3)c3ccccc3c2=O)cc1C	8	99	102	-1	5	100	-2	-4	99	100	102
O=c1c2ccccc2ncn1CCCSc1ccc(Cl)cc1	-10	101	104	-9	11	97	-3	5	103	98	103
O=C(Cc1ccccc1)Nn1cnc2ccccc21	33	96	98	·	10	95	0	-9	97	97	96
Cc1cc(C)nc(-n2nc(C)cc2NC(=O)CNC2CCCCC2)n1	-3	99	107	·	11	99	-2	-14	100	102	101
CC(C)NS(=O)(=O)c1ccc(OCC(=O)N2CCCC2)cc1	-4	102	104	·	21	99	-3	0	101	100	100
O=C(O)c1cnn2c(C(F)(F)F)cc(-c3ccco3)nc12	39	98	106	-8	7	102	1	79*	105	100	103
CN(C1CCCCC1)S(=O)(=O)c1ccc2c(c1)c(=O)c(C(=O)NCCCN1CCCC1)cn2C	23	104	108	·	8	100	1	18	102	100	101
CCCN(CCC)CC(O)COc1ccc([N+](=O)[O-])cc1 (centres undefined)	-14	97	96	·	4	95	-6	-19	98	97	97
COc1ccc(CC(=O)Nc2ccc(-c3ccc4nnc(C)n4n3)cc2)cc1OC	32	104	89	13	8	92	5	-15	90	94	92
N#CCOc1nc(N2CCCCC2)nc(N2CCCCC2)n1	-6	95	99	15	11	97	3	-6	101	99	97
O=C(O)/C(=C\c1ccccc1OC(F)F)Sc1nnc(-c2ccc(F)cc2)o1	-12	101	99	12	24	95	0	-14	95	99	98
COc1cc(C2Nc3cccc4cccc(c34)N2)cc(OC)c1OC(C)=O	82*	93	103	·	9	98	10	12	100	97	96
COC(=O)c1ccccc1NS(=O)(=O)c1ccc(Cl)nc1	12	98	97	2	11	96	-5	-6	97	95	96
COc1ccccc1N1CCN(C2=Nc3cccc4cccc2c34)CC1	14	99	87	-13	15	93	-2	-9	91	95	95
CCOC(=O)c1c(Cc2ccc(Cl)cc2)c[nH]c1C	15	97	101	-8	14	99	-11	-41	97	97	98
COc1cc(OC)c(-c2nc3c[n+](CC(=O)c4ccccc4)ccc3n2C)cc1OC	15	98	101	·	8	97	-2	-23	99	99	96
O=C(CN1c2cccc3cccc(c23)S1(=O)=O)Nc1ccc(S(=O)(=O)N2CCOCC2)cc1	43	100	100	-5	5	97	-1	-64	98	96	100
Cc1nc2oc3ccccc3c(=O)c2c(=O)n1Cc1ccccc1	-9	96	102	0	11	100	-2	-5	100	95	98
CCOC(CNC(=O)c1ccc2c(c1)nc(C)n2-c1cccc(F)c1)OCC	-5	98	99	·	6	98	-6	-1	100	102	100
CNC(=O)c1ccc(-n2cccn2)nc1	15	97	101	-16	17	97	0	-3	100	98	99
CC(=O)Nc1ccc(S(=O)(=O)N(C)CC(=O)OCC(=O)NC(C)C23CC4CC(CC(C4)C2)C3)cc1 (centres undefined)	20	101	103	-11	12	99	3	-9	100	100	100
CC(C)(C)c1nc(N2CCN(C(=O)c3ccco3)CC2)c2nnn(Cc3ccccc3)c2n1	4	107	112	-8	37	105	-3	20	108	106	110
C/C(=N/NC(=O)c1cc(C(C)C)[nH]n1)c1cccs1	14	107	107	·	16	99	-3	-16	104	100	102
CCOC(=O)CCCNC(=O)c1cncc(O)c1	2	99	100	·	9	100	31	14	101	101	100
CSc1nc2ccccc2n1CC(=O)Nc1ccc(C)c(C)c1	18	101	105	-3	5	98	-2	-4	103	98	102
O=c1c(Cl)c(N2CCN(c3ccccc3)CC2)cnn1C12CC3CC(CC(C3)C1)C2	17	105	105	-1	4	99	-4	-7	101	102	102
Cc1ccc2cc3c(N)c(C(=O)N4CC(=O)Nc5ccccc54)sc3nc2c1	58*	109	104	·	12	102	0	8	105	107	105
C#CCOCCOCCOCCNc1nc(N2CCN(C(=O)[C@H]([C@@H](C)CC)n3cc([C@@H](N)Cc4ccc(O)cc4)nn3)CC2)nc(N2CCN(C(=O)[C@H]([C@@H](C)CC)n3cc([C@@H](N)Cc4ccc(O)cc4)nn3)CC2)n1	-7	97	98	-14	5	99	-4	0	96	97	97
Cc1cccc(C(=O)NC2CCN(S(=O)(=O)c3ccccc3)CC2)c1	23	101	102	-2	13	97	1	-1	96	99	99
COc1cccc(CNc2ccc(S(N)(=O)=O)cc2)c1OCc1ccccc1F	10	99	100	·	14	101	-7	-9	100	102	101
Cc1nc(SCC(=O)NCc2ccc3c(c2)OCO3)c(C#N)c2c1CCCC2	-5	95	93	·	5	91	2	27	94	90	92
c1cc(C2CCCCC2)ccc1Oc1nc(N2CCOCC2)nc(N2CCOCC2)n1	-15	99	96	11	8	97	1	-31	96	98	98
OC(c1cccs1)c1nccc2ccccc12 (centres undefined)	-2	98	97	-39	17	96	-5	-22	97	96	96
CC(C)CCNC(=O)COC(=O)c1ccc(Br)o1	7	100	102	·	13	102	-2	-3	104	104	104
Cc1cc(NC(=O)Cn2c(=O)c3c(ncn3CCC(C)C)n(Cc3ccccc3)c2=O)no1	10	?	?	-7	19&21	?	1&-3	-31	?	?	?
COc1ccc(NC(=O)COC(=O)C2CC3C=CC2C3)cc1 (centres undefined)	7	97	97	-2	11	94	0	-33	99	96	98
O=C(N/N=C/C(Br)=C/c1ccccc1)C1CC1	8	104	100	-2	11	99	0	-18	100	98	99
CC1CC(C)CN(C(=O)C(NS(=O)(=O)c2ccc3c(c2)oc(=O)n3C)C(C)C)C1 (centres undefined)	1	98	94	·	5	95	-2	-18	95	96	95
Cn1cnnc1Sc1ccc(C(=O)OCC(=O)Nc2ccccc2)cc1[N+](=O)[O-]	38	100	99	-6	1	102	-2	-6	98	101	102
Cc1ccc(S(=O)(=O)N2CC=C(C(=O)NCc3ccccc3)CC2)cc1	-10	98	101	·	6	102	-4	0	100	99	101
Cn1ncc(C#N)c1/N=C/N1CCCC1	10	97	98	-5	6	98	-3	0	100	98	101
O=C(CSc1nc2ccccc2c(=O)n1-c1ccc(F)c(Cl)c1)Nc1cccc(S(=O)(=O)N2CCOCC2)c1	-55	103	103	-3	5	96	0	-34	101	99	101
Cc1ccccc1N/N=C/c1ccc(N2CCOCC2)cc1	-5	99	94	·	13	92	-4	-41	95	96	98

(further entries)
structure	Mcl1-Noxa inh	Rab7 wt GTP bind	Rac1 wt modul	Pf gamet viab	Avidin fluor	Rac1 mut GTP	Mcl-1 Bim block	Mcl1-Bid inh	Cdc42 wt GTP	Rab2 wt GTP	HRas wt GTP bind
COc1ccccc1CN(CC(=O)NCC1CCCO1)C(=O)CNS(=O)(=O)c1ccc(C)cc1 (centres undefined)	12	102	102	·	17	97	3	-24	101	101	102
COCc1[nH]nc2c1C(c1sccc1C)C(C#N)=C(N)O2 (centres undefined)	-13	97	102	·	6	100	-1	-33	105	105	105
Cc1ccc(-c2cccc(NC(=O)C3C4C=CC(C4)C3C(=O)O)c2)o1 (centres undefined)	-1	103	101	·	7	97	1	-25	97	99	100
Cc1cccc(CCNS(=O)(=O)c2ccc(S(=O)(=O)NC3CCCC3)cc2)c1	24	99	95	9	18	94	-1	17	96	99	99
Cc1ccc2nc(SCC(=O)c3c[nH]c4ccccc34)[nH]c2c1	22	108	95	-1	8	93	1	-23	93	95	92
Cn1ncc(Cl)c1C(=O)Nc1cc(C(F)(F)F)ccc1F	-31	99	105	·	21	99	-5	-7	100	100	103
CCCCOc1ccc(C(=O)NC)cc1	5	103	108	·	10	103	-2	-2	107	102	103
COc1ccc(C(C(=O)NC(C)C)N(C(=O)CCC(=O)Nc2nccs2)c2ccccc2F)cc1 (centres undefined)	14	96	94	23	10	95	0	-33	98	97	96
Cc1nc2nc(CSc3nnc(C)s3)cc(=O)n2[nH]1	0	101	105	3	13	102	-3	-40	106	102	102
CC(C)(C)c1ccc(C2CC2C(=O)N/N=C\c2ccc[nH]2)cc1 (centres undefined)	20	98	97	4	14	93	-4	-60	96	95	95
COCCNS(=O)(=O)c1ccc2c(c1)C(=O)c1cc(S(=O)(=O)NCCOC)ccc1-2	0	100	109	-1	6	103	3	-6	106	103	103
